# Screening results: PubChem, National Center for Advancing Translational Sciences (NCATS)
# Texas Red fluor – compounds fluorescent in Texas Red spectral region. Compound fluorescence, Texas Red channel, 547/618 nm; stronger effect = higher value. max dye-equivalent concentration, M. actives 0.06% (n = 59,000). AID 587; in the data active = max dye-equivalent concentration above about 10 nM; inconclusive = between about 1.1 nM and that limit
#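 Texas Red-region profiling: compounds in 100 mM Tris pH 8.0 were read at 547/618 nm after 15 min at room temperature. Intensities were normalized against a six-point Texas Red standard series to give dye-equivalent concentration.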
# Casp7 inh – caspase-7 (human) inhibition, allosteric or competitive. P55210. recombinant caspase-7, Ac-DEVD-AFC fluorescence rate. Potency, µM (doses to about 57.5 µM), for inactives: at the top dose activity change, negative = inhibition, usual class: inhibitors. actives 0.02% (n = 75,000); active = well fitted inhibition curve with a large enough effect in the main read-out, with a control signal flat, not every such curve was filed as active; inconclusive = small, poorly fitted or top-dose-only effect, or a change in a side signal; also: potency is read from the fitted curve at half-maximal effect; % of control where 0% means no effect
# Target sequence (P55210 24-198 limits assumed): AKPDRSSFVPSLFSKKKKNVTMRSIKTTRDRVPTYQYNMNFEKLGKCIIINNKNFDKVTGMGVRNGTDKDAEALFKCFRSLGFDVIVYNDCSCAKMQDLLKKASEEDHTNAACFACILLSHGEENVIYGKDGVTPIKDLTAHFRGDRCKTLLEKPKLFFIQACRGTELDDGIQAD
# Target sequence (P55210 207-303 limits assumed): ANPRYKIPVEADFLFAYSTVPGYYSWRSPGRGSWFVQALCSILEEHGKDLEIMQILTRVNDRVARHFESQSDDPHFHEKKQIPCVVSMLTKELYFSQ
# HEK293 cAMP cs – parental HEK293 cAMP activation (counter-screen); parental HEK293 CNG cAMP sensor, membrane potential fluorescence; Potency, µM (highest dose often 57.1 µM), inactives show top-dose activation, hits mostly activators; actives 2.5% (n = 73,000); also: potency is read from the fitted curve at half-maximal effect; % of control where 0% means no effect; nearly all actives have a fitted effect of over 55% in size
#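 Parental HEK 293 cells stably expressing a modified CNG channel (no TSHR) report cAMP rise as membrane depolarization. Membrane potential dye with 100 uM RO 20-1724 was loaded for 60 min at room temperature, then compound added for 30 min; fluorescence read at 590 nm.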
# HADH2 inhib – blocks human hydroxyacyl-CoA dehydrogenase type II; Q99714; recombinant HADH2, NADH fluorescence, beta-hydroxybutyryl-CoA; Potency, µM (titrated, usually from 57.1 µM), for inactives: at the top dose activity change, negative = inhibition, actives largely listed as inhibitors; actives 3.4% (n = 73,000); AID 886; also: potency is read from the fitted curve at half-maximal effect; % is scaled to controls: 0 for no effect and ±100 for the full control effect; nearly all actives have a fitted effect of over 60% in size; many of its hits are not listed in these tables
# Target sequence (Q99714 whole entry, looked up, one chain of several): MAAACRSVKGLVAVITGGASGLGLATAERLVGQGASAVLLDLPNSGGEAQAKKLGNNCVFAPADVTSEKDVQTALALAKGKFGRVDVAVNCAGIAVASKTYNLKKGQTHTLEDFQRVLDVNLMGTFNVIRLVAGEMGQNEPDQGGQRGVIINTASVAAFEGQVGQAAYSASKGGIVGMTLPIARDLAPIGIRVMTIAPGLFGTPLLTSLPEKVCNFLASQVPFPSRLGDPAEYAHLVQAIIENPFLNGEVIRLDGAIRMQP
#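 Activity measured as NADH fluorescence gain (360/450 nm), taken as the change between first and last reads of a 4-min kinetic run. Conditions: pH 9.0 Tris buffer, 20 nM E. coli-expressed His-tagged enzyme, 1 mM NAD+, 90 uM beta-hydroxybutyryl-CoA; 15-min compound preincubation.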
# Rhodamine fluor – compound fluoresces in the rhodamine spectral region; Rhodamine-region fluorescence, 547/598 nm, Tris buffer; stronger effect = higher value; actives 0.05% (n = 59,000); max dye-equivalent concentration, M; in the data active = max dye-equivalent concentration above about 11 nM; inconclusive = between about 1.1 nM and that limit
#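 qHTS spectral profiling of compounds without any target or enzyme present, in pH 8.0 Tris buffer; plates were read after a 15-minute room-temperature incubation using the rhodamine-region filter set.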
# ERK AVP block – vasopressin-driven ERK pathway inhibition; HEK293-V1b, vasopressin-stimulated pERK AlphaScreen; Potency, µM (titrated, usually from 57.5 µM), inactives show at the top dose activity, negative = inhibition, most hits filed as inhibitors; actives 0.99% (n = 72,000); AID 995; also: potency is read from the fitted curve at half-maximal effect; % is scaled to controls: 0 for no effect and ±100 for the full control effect; nearly all actives have a fitted effect of over 55% in size
#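 qHTS, compounds titrated on V1b-expressing HEK293 cells. Preincubation 30 min at 37C, vasopressin 25 nM for 5 min, lysis 10 min, bead incubation 5 hr at room temperature.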
# FLuc inh – firefly luciferase inhibition | AID 411 | purified firefly luciferase, luminescence, 8 min | Potency, µM (highest dose often 57.1 µM), for inactives: at the top dose activity change, negative = inhibition, actives largely listed as inhibitors | P08659 | actives 2.2% (n = 72,000); also: potency is read from the fitted curve at half-maximal effect; % is scaled to controls: 0 for no effect and ±100 for the full control effect; nearly all actives have a fitted effect of over 40% in size
#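 qHTS concentration-response profiling: light output of P. pyralis luciferase with luciferin and 10 uM ATP, imidazole buffer pH 7.2. Read by luminescence after 8-min room-temperature incubation.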
# Caspase-1 inhib – allosteric or competitive inhibitors of human caspase-1. P29466. Caspase-1 enzyme, Ac-WEHD-AFC fluorogenic rate. Potency, µM (series often up to 57.5 µM), without a hit: at the top dose activity change, negative = inhibition, most hits filed as inhibitors. actives 0.03% (n = 75,000). AID 900;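 also: potency is read from the fitted curve at half-maximal effect; plate controls were vehicle for no effect and no substrate for full effect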
# Target sequence (P29466 120-297 limits assumed): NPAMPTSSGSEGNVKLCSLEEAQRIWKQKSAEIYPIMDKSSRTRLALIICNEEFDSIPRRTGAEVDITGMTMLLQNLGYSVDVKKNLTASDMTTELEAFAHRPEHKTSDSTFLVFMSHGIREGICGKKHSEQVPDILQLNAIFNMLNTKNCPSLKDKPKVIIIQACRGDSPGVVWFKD
# Target sequence (P29466 317-404 limits assumed): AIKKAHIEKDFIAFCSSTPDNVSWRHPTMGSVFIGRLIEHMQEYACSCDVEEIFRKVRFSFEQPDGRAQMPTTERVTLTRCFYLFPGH
# Fluorescein fluor – compound autofluorescence in fluorescein spectral region; max fluorescein-equivalent concentration, M; Compound autofluorescence, 480/540 nm, fluorescein-equivalent; stronger effect = higher value; actives 0.91% (n = 59,000); in the data active = max fluorescein-equivalent concentration above about 10 nM; inconclusive = between about 1.1 nM and that limit
#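 Each compound is tested across a concentration series in 100 mM Tris buffer at pH 8.0. After 15 min at room temperature, plates are imaged with 480 nm excitation and 540 nm emission filters, and intensities are converted to fluorescein-equivalent values.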
# Tau filament bind – binders of human tau filaments | P10636 | recombinant tau filaments, thioflavin S fluorescence, 15 h; filaments grown with octadecylsulfate alongside compound | Potency, µM (doses to about 57.1 µM), without a hit: at the highest dose activity change, negative = inhibition | actives 2% (n = 71,000) | AID 596;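 also: potency is read from the fitted curve at half-maximal effect; % is scaled to controls: 0 for no effect and ±100 for the full control effect; actives lower thioflavin S fluorescence by blocking filaments or displacing dye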
#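 His-tagged recombinant human tau (exons 2, 3, 10; 1 uM final) fibrillized with 30 uM sodium octadecylsulfate, 15 h at 37 C, in pH 7.4 HEPES buffer with 10 uM thioflavine S and 5 mM DTT. Reduced ThS fluorescence (450/510 nm) marks activity.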
# USP2a inh – blocks human ubiquitin-specific protease USP2a. USP2a enzymatic assay, qHTS inhibition. actives 0.1% (n = 60,000). Potency, µM (titrated, usually from 38.3 µM), inactives show at the highest dose activity change, negative = inhibition, most hits filed as inhibitors. O75604;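 also: potency is read from the fitted curve at half-maximal effect; nearly all actives have a fitted effect of over 60% in size; plate controls were DMSO for no effect and NEM full inhibition control for full effect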
#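 Coupled readout: USP2-cleaved Ub-PLA2 (20nM final) turns over NBD C6-HPC (20uM final), Ex 460nm/Em 535nm after 2.5 h, time-zero read flagging artifacts. Enzyme (20nM final, pH 8.0 Tris) given 30 min RT with compound first; NEM defines full inhibition.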
# * = called active by the depositor; i = inactive; ? = inconclusive; · = no result given; & = joins results of further samples; [ ] = remark or other dose. Unless noted, calls follow the shape of the dose curve; as a rule, active = well fitted curve in the direction sought with a large enough effect; inconclusive = small, poorly fitted or top-dose-only effect, or another doubt; inactive = no such curve, though single readings can be large; an effect the other way counts as inactive or inconclusive. A portion of the library; the hit share may differ from the screen's.
1: O=C(Oc1ccc(Cl)cc1N1C(=O)CCC1=O)c1ccco1
2: COc1ccc(S(=O)(=O)N2CCN(C(=O)c3cccc(Cl)c3)CC2)cc1
3: C=C[C@H](N)CCC(=O)O
4: N=C(N)SCCCN
5: CCOc1c(OC)cccc1C1CC(=O)Nc2cc(OC)c(OC)cc21 (configuration not stated)
6: N#Cc1cccc(-c2nc(NCc3cccnc3)c3ccccc3n2)c1
7: O=C(O)C1=C/C(=C(/c2ccccc2)c2cc(C(=O)O)c(O)c3ccccc23)c2ccccc2C1=O
8: C[C@@H](C(=O)Nc1ccc2ccccc2c1)[C@H]1C[C@]1(C)[C@H](NC(=O)Oc1ccc(F)cc1)c1ccccc1

assay / compound	1	2	3	4	5	6	7	8
Texas Red fluor	i	?	?	i	·	i	?	·
Casp7 inh	-2%	-1%	2%	3%[11.5 µM]	-3%	-16%	-2%&-4%[11.5 µM]	-1%
HEK293 cAMP cs	5%	0%	?	-3%[11.4 µM]	-7%	-11%	0%&7%[11.4 µM]	5%
HADH2 inhib	-14%	0%	-16%	5%[11.4 µM]	1%	-13%	-10%&2%[11.4 µM]	6%
Rhodamine fluor	i	i	i	i	·	i	i	·
ERK AVP block	1%	9%	21%	2%[11.5 µM]	?	?	-26%&-7%[11.5 µM]	-11%
FLuc inh	1%	0%	0%	2%[11.4 µM]	2%	2%[2.29 µM]	-8%&1%[11.4 µM]	·
Caspase-1 inhib	1%	0%	-2%	-3%[11.5 µM]	-1%	-15%	3%&4%[11.5 µM]	-2%
Fluorescein fluor	i	i	?	i	·	?	i	·
Tau filament bind	-18%	-14%	?	4%[11.4 µM]	5%	25%	6%&2%[11.4 µM]	24%
USP2a inh	-2%	17%	-2%	·	·	38%[activator]	·	·

9: COc1ccc(NC(=O)CCS(=O)(=O)c2ccc(OC)cc2)cc1
10: CCc1nn2cc(-c3ccccc3)nc2s1
11: Cc1cccc(NC(=O)CCN2CC(C)OC(C)C2)c1 (configuration not stated)
12: CCOC(=O)c1cccc(NC(=O)CCc2nc(-c3ccc(C)cc3)no2)c1
13: CCC(C(=O)OC)n1cnc2c(nnn2-c2ccc(OC)cc2)c1=O (configuration not stated)
14: CCOC(=O)c1cc(-c2ccc(F)cc2)n(CC(=O)N2CCCC2)c1C
15: c1ccc2oc(NC3=NCN(CC4CCCO4)CN3)nc2c1 (configuration not stated)
16: COC(=O)C1CCN(c2nc3ccccc3nc2C(C#N)C(=O)OCC(C)C)CC1 (configuration not stated)

assay / compound	9	10	11	12	13	14	15	16
Texas Red fluor	?	i	i	?	i	?	i	?
Casp7 inh	0%	0%	-2%	-2%	-2%	-1%	-2%	-12%
HEK293 cAMP cs	-1%	-3%	2%	20%	-1%	?	2%	?
HADH2 inhib	2%	10%	14%	4%	11%	2%	?	-4%
Rhodamine fluor	i	i	i	i	i	i	i	i
ERK AVP block	-9%	-14%	1%	26%	8%	22%	17%	-15%
FLuc inh	-1%	1.6µM*	4%	0%	3%	2%	-10%	2%
Caspase-1 inhib	1%	-2%	0%	1%	-4%	2%	1%	-12%
Fluorescein fluor	i	?	i	i	i	i	i	?
Tau filament bind	-15%	-3%	-9%	42%	0%	-6%	1%	4µM*
USP2a inh	-3%	-4%	44%[activator]	11%	4%	10%	6%	5%

# Some of these compounds in order of their number in FLuc inh, lowest first:
no.	SMILES	Casp7 inh	HADH2 inhib	Rhodamine fluor	ERK AVP block	FLuc inh	Caspase-1 inhib	Fluorescein fluor	Tau filament bind	USP2a inh
12	CCOC(=O)c1cccc(NC(=O)CCc2nc(-c3ccc(C)cc3)no2)c1	-2%	4%	i	26%	0%	1%	i	42%	11%
16	COC(=O)C1CCN(c2nc3ccccc3nc2C(C#N)C(=O)OCC(C)C)CC1 (configuration not stated)	-12%	-4%	i	-15%	2%	-12%	?	4µM*	5%
13	CCC(C(=O)OC)n1cnc2c(nnn2-c2ccc(OC)cc2)c1=O (configuration not stated)	-2%	11%	i	8%	3%	-4%	i	0%	4%

# Continued:
17: CCn1c(SCC(=O)Nc2cc(OC)c(OC)c(OC)c2)nnc1-c1cccs1
18: COCCNC(=O)CN(Cc1ccc2c(c1)OCO2)C(=O)CCC(=O)Nc1nccs1
19: O=C(NCc1cccs1)c1ccc2c(c1)OCCO2
20: C=CCOc1cccc(C2/C(=C(/O)c3ccccc3)C(=O)C(=O)N2CCN2CCOCC2)c1 (configuration not stated)
21: C=CCc1cccc(/C=N/c2ncccc2O)c1O
22: O=C(c1ccco1)N1CCN(S(=O)(=O)c2ccc(F)cc2)CC1
23: CCOc1ccc(-n2c(SCC(=O)NCc3ccco3)nc3c(c2=O)SCC3)cc1
24: C1=Nc2c(NCc3ccccc3)ncnc2Oc2ccccc21

assay / compound	17	18	19	20	21	22	23	24
Texas Red fluor	i	i	i	?	·	i	?	i
Casp7 inh	-1%	0%	-1%	-12%	-24%	0%	-2%	-3%
HEK293 cAMP cs	-6%	3%	5%	15%	-16%	2%	13%	19%
HADH2 inhib	10%	-1%	-3%	-7%	?	3%	7%	?
Rhodamine fluor	i	i	i	i	·	i	i	i
ERK AVP block	-21%	-14%	-10%	6%	-2%	2%	-3%	?
FLuc inh	-2%	-1%	-6%	1%	-5%	0%	-1%	-5%
Caspase-1 inhib	0%	-4%	1%	-3%	?	2%	-3%	-4%
Fluorescein fluor	?	i	i	i	·	i	i	?
Tau filament bind	6%	3%	6%	8%	16%	14%	-6%	?
USP2a inh	6%	2%	-6%	11%	7%	3%	37%[activator]	6%

25: Cc1sc2ncnc(SCc3ccco3)c2c1C
26: COc1nc(-c2ccccc2)ccc1-c1noc(-c2ccccc2F)n1
27: COc1ccc([C@@H]2CC(=O)c3c(O)cc(O[C@@H]4O[C@@H](CO[C@@H]5O[C@@H](C)[C@@H](O)[C@@H](O)[C@H]5O)[C@@H](O)[C@@H](O)[C@H]4O)cc3O2)cc1O
28: CCSc1nnc(-c2ccc(S(=O)(=O)N3CCOCC3)cc2)n1CC1CCCO1 (configuration not stated)
29: CCOC(=O)Nc1ccc(NC(=O)c2c(OC)cccc2OC)cc1
30: COC(=O)C1C(=O)c2c([nH]c(C(=O)OCCSC)c2C)CC1C (configuration not stated)
31: CC(C)OP(C)(=O)CN1CCN(CP(C)(=O)OC(C)C)CC1 (configuration not stated)
32: O=C(OCc1ccc(F)cc1Cl)c1ccccn1

assay / compound	25	26	27	28	29	30	31	32
Texas Red fluor	i	i	i	i	?	·	·	i
Casp7 inh	0%	-1%	·	1%	-1%	-1%	-1%	-2%
HEK293 cAMP cs	?	21%	-2%	-4%	?	13%	-16%	-3%
HADH2 inhib	-14%	10µM*	1%	-11%	-1%	7%	-1%	-30%
Rhodamine fluor	i	i	i	i	i	·	·	i
ERK AVP block	6%	-2%	·	0%	-4%	-20%	17%	-1%
FLuc inh	1%	2%	1%[11.4 µM]	-24%	-3%	7.9µM*	0%	3%
Caspase-1 inhib	0%	-1%	·	0%	2%	-3%	-13%	-5%
Fluorescein fluor	?	i	?	i	?	·	·	i
Tau filament bind	8%	4%	152%	-8%	-6%	9%	8%	?
USP2a inh	3%	-5%	·	-5%	-18%	·	-18%	12%

33: Cc1ccc(F)cc1NC(=O)c1c(-c2ccccc2)noc1C
34: CC1=Nn2c(nnc2-c2ccccc2F)SC1
35: CCCS(=O)(=O)N1CCN(S(=O)(=O)c2ccc(F)cc2)CC1
36: C=C(C)c1cccc(C(C)(C)NC(=O)Nc2ccc3[nH]c(=O)[nH]c3c2)c1
37: CCCCCCc1nc2ccccc2c(=O)n1N
38: Cc1ccc(-n2c(=O)[nH]cc(C(=O)N3CCc4ccccc43)c2=O)cc1
39: Cc1nc(=O)c(-c2ccccc2)c(C)n1-c1ccccc1O
40: Nc1nc2n(n1)C(c1ccco1)CC(c1ccc(Cl)cc1Cl)N2 (configuration not stated)
41: CNc1oc(Cc2ccccc2)nc1S(=O)(=O)c1ccccc1

assay / compound	33	34	35	36	37	38	39	40	41
Texas Red fluor	·	i	i	i	i	i	?	i	?
Casp7 inh	-1%	0%	-4%	0%	-1%	1%	0%	-1%	-2%
HEK293 cAMP cs	?	6%	5%	-19%	?	5%	2%	11%	2%
HADH2 inhib	-7%	-5%	4%	-2%	5%	-7%	0%	2%	1%
Rhodamine fluor	·	i	i	i	i	i	i	i	i
ERK AVP block	-14%	-16%	-4%	0%	-8%	9%	-4%	?	-7%
FLuc inh	-7%	4%	1%	1%	1%	0%	2%	0%	3%
Caspase-1 inhib	-3%	0%	0%	0%	-2%	1%	0%	-2%	2%
Fluorescein fluor	·	i	i	i	i	i	i	i	i
Tau filament bind	-16%	7%	-4%	3%	-8%	-30%	-1%	0%	-13%
USP2a inh	·	3%	9%	8%	5%	-1%	-2%	26%	-6%
